KCNH2 3.1 inh = qHTS for Inhibitors of KCHN2 3.1: Mutant qHTS; Potassium voltage-gated channel subfamily H member 2, brain isoform KCNH2 3.1 (human); U2OS KCNH2 3.1, thallium flux FluxOr; hits give low values; activity change, % (tested at about 1.8 µM); hit rate 0.95% among 340,000; AID 720553, 2013;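 active means maximum activity change below -70%; inconclusive means maximum activity change from -70% to -50%; inactive means maximum activity change above -50%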;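 further: thallium influx rate constant from kinetic fluorescence after stimulation buffer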
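We transduce U2OS cells with the mutant 3.1 virus, culture them overnight, load FluxOr with Red40 quencher for 45 min, then add stimulation buffer and read kinetically for 2 min to derive a normalized rate constant.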
KCNH2 WT inh = qHTS for Inhibitors of KCHN2 3.1: Wildtype qHTS; U2OS, BacMam KCNH2, thallium flux FluxOr; hits give low values; activity change, % at 1.84 µM; hit rate 0.37% among 340,000; AID 720551, 2013;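 active means maximum activity change below -70%; inconclusive means maximum activity change between -70% and -50%; inactive means maximum activity change above -50%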
Target sequence (Q12809 whole entry, looked up): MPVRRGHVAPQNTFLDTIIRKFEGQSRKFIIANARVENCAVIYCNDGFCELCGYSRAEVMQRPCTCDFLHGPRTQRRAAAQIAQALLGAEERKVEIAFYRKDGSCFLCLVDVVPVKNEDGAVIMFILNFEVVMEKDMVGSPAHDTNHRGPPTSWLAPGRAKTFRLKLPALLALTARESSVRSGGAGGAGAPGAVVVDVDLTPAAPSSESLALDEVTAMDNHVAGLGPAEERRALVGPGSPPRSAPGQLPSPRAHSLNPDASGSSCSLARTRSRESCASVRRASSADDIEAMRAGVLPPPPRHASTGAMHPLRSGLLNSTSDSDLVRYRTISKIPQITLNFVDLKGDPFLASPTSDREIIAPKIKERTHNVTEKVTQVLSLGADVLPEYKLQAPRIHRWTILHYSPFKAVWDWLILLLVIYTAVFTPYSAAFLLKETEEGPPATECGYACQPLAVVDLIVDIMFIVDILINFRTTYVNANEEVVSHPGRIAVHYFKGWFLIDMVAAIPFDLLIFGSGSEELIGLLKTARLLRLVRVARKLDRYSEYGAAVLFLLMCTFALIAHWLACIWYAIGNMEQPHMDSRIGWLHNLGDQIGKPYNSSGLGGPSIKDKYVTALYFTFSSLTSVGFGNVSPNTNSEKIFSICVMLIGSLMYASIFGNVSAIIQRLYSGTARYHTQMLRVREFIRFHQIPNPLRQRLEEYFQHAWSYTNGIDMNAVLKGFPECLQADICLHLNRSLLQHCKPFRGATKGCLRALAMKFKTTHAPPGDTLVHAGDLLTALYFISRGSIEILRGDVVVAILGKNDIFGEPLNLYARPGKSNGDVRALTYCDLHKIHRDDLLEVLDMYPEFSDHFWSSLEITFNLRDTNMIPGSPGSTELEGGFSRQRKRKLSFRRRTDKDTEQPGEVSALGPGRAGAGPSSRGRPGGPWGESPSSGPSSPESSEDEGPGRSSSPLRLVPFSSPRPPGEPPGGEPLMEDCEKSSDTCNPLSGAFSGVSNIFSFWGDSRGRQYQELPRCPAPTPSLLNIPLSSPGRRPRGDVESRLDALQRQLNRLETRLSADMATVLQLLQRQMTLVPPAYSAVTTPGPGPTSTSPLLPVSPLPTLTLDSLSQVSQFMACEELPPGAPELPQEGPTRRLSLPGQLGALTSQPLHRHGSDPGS
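U2OS cells were transduced with wild-type KCNH2 virus (2.03 x 10^8 / mL) for 4 h at room temperature, then cultured overnight at 37 C. Thallium flux was read with FluxOr dye. Rate constants were normalized to DMSO controls.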
Giardia killer = Small Molecules that selectively kill Giardia lamblia: qHTS | Giardia lamblia trophozoite viability | activity change, % at 7.66 µM, hits read low | hit rate 0.15% among 340,000 | AID 540267, 2011; in the data active means activity change below about -80%; inconclusive means between about -30% and that limit;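 further: parasites exposed to compound for two days anaerobically before the ATP read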
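Killing of trophozoites was scored by loss of ATP luminescence after a 48 hrs anaerobic exposure to compounds at 37 deg C, using 100 cells per well.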
* = called active by the depositor; ? = inconclusive; [ ] = remark or other dose. On the % scale 0 is the no-effect control and ±100 the full control effect.

SMILES	KCNH2 3.1 inh	KCNH2 WT inh	Giardia killer
C=C1C(=O)[C@@]23C[C@H]4[C@@H]5[C@@]6(C)CCC[C@@]57[C@@H]2[C@@H](O)[C@@H]1C[C@H]3[C@H]7N4C6	10	-2	-3
O=C(Cc1ccccc1)N1CCN(Cc2ccc(Cl)cc2)CC1	-9	9	-10
CCOc1ccc(N)cc1	1	3	-11
COC(=O)C1=C(c2ccccc2)C[C@@H]2CC[C@H]1N2C(=O)N1CCCC1	-13	5	8
CC1c2ccccc2-n2nncc2CN1CC1CCCCC1 (centres undefined)	18	1	-10
C=C(C)CC1(CC)C(=O)NC(=S)NC1=O	5	-3	-1
COc1cc([N+](=O)[O-])c2nc(C)ccc2c1[N+](=O)[O-]	5	-2	1
COC(=O)C1=C(c2ccc(S(C)(=O)=O)cc2)C[C@@H]2CC[C@H]1N2C(=O)NCCO	1	-10	-6
CC(=O)OC1CC[C@@]2(C)C(=CC(=O)C3C4CCC(OC(C)=O)[C@@]4(C)CCC32)C1 (some centres undefined)	5	-3	13
CN1C(=O)C[N+]([O-])=C(c2ccccc2)c2cc(Cl)ccc21	12	1	-7
COC(=O)C1=C(c2ccccc2)C[C@@H]2CC[C@H]1N2C(=O)NC(C)C	-5	-9	-1
CC1([N+](=O)[O-])COP(=O)(Nc2cccc(F)c2)OC1 (centres undefined)	-12	11	-3
CCC1(CC(C)c2ccccc2)C(=O)NC(=O)NC1=O (centres undefined)	12	2	-26
CC1=CC2OC3CC4OC(=O)C=CC=CC(C(C)O)OCC(O)C(C)CC(=O)OCC2(CC1O)C4(C)C31CO1 (centres undefined)	10	-5	?
O=P(Oc1ccc(-c2ccccc2)cc1)(N1CC1)N1CC1	-2	-4	-13
CC1(C)CC[C@]2(C)CC[C@]3(C)C4C[C@@H]5OO[C@@]6(O5)C(CCCC6(C)C)[C@]4(C)CC[C@@]3(C)C2C1 (some centres undefined)	-9	7	29
CN1Cc2cnnn2-c2ccccc2C1C#N (centres undefined)	20	-6	18
N#Cc1c(Br)n(C2OC(CO)C(O)C2O)c2ncnc(N)c12 (centres undefined)	0	-7	49[activator]
CC1([N+](=O)[O-])COP(=O)(NC2CC2)OC1 (centres undefined)	-10	-4	-6
O=C1NC2C(=CC(O)C(O)C2O)c2cc3c(cc21)OCO3 (centres undefined)	11	1	-5
CC1CC2(C)C(CCC3C2CCC2(C)C(OP(=O)(N4CC4)N4CC4)CCC32)CC1=O (centres undefined)	-10	-8	2
COc1cc2c(cc1OC)C13CCN4CC5=CCOC(CC(=O)O)C(C5CC41)C3N2 (centres undefined)	3	-6	-7
CC[C@H]1CN(C)C[C@@]2(C(=O)OC)Cc3c([nH]c4ccccc34)C(=O)C[C@@H]12	12	17	-10
COC(=O)C1=CO[C@@H](C)[C@@H]2CN(CCc3c[nH]c4ccccc34)CC[C@H]12	0	4	16
CC1C(c2ccccc2)OC(=O)N1C (centres undefined)	-17	-3	4
CC=C(CC)C1(CC)C(=O)NC(=S)NC1=O	5	-31	-1
O=C(Nc1ccccc1)c1c(O)[nH]c(=O)[nH]c1=O	-6	-5	26
O=C1NC(=O)C(=Cc2c(Cl)cccc2Cl)C(=O)N1	13	-1	-16
COC(/C(C)=C/C=C/C(C)=C/c1coc(C)n1)C(C)C1CC(O)C2(C)OC2C=CC(C)C2CC(CC(=O)O2)CC2OC2C(=O)O1 (centres undefined)	7	-3	?
O=C1NC(=O)C2(CCCc3ccc(N(CCCl)CCCl)cc32)N1 (centres undefined)	-12	1	-7
COP(=O)(NC(C)=O)SC (centres undefined)	3	-9	-7
Cc1nc(C)c(C(=O)NN=Cc2ccc(N(CCCl)CCCl)cc2)s1	-20	31	8
Clc1ccccc1C1=NCc2nncn2-c2sc(Br)cc21	-20	-10	-2
Nc1ccc(Cc2ccc(N)c(Cl)c2)cc1Cl	0	-5	0
COc1ccc2c(c1)NP(=S)(c1ccccc1)N2 (centres undefined)	-23	2	-18
COCCn1c(-c2ccccc2)cc(C(=O)O)c1C	1	0	0
COC(=O)C1=C(c2cccc(OC)c2OC)C[C@@H]2CC[C@H]1N2C(=O)N1CCC(C)CC1	30	10	24
CC1=C(C/C(C)=C/c2ccccc2)/C(=C/CO)[C@@H]2OC(=O)O[C@]2(C)C12CC2	13	1	2
O=[N+]([O-])c1ccc(N2CC2)c([N+](=O)[O-])c1	-24	-3	?
CN/C=C(/Cl)P(=O)(OC(C)C)OC(C)C	-9	-9	-26
CC(=O)OC1C2(CC3N4C(=O)C5(CO)SSC4(CC31O)C(=O)N5C)OC(C)C(C)(C)C2=O (centres undefined)	-23	15	-12
COC/C=C1\CN2C3C[C@@H]1[C@H]1COC4=Nc5cc(OC)c(OC)c(OC)c5[C@@]43C[C@@H]12	11	9	2
C=CC(=O)OCCO	6	6	16
COC(=O)C1=C(c2ccc(S(C)(=O)=O)cc2)C[C@@H]2CC[C@H]1N2C(=O)NCc1ccco1	4	-26	8
COc1ccc(C2=CC(c3ccc4c(c3)OCO4)c3c(c4ccccc4oc3=O)O2)cc1OC (centres undefined)	-16	10	9
COC(=O)[C@@H]1C[C@]2(C(=O)O)c3ccccc3N(OOSc3ccccc3)[C@@H]2N1C(=O)OC	-13	-4	29
CC1=C(C)CC2(C(=O)NC(=S)NC2=O)C(C)C1 (centres undefined)	?	14	5
CCC1(c2ccccc2)C(=O)NC(=S)NC1=O	2	-5	1
CCCC[n+]1cc(=N)o[n-]1	-5	-8	28
CN=C1CN(O)C(c2ccccc2)=c2cc(Cl)ccc2=N1	11	-2	-19
O=P(N1CCCCCC1)(N1CCCCCC1)N1CC1	-16	5	-24
CSc1ccccc1NP1(=O)OCC(C)([N+](=O)[O-])CO1 (centres undefined)	-26	2	6
COc1nc(C)nc(NC(=O)NS(=O)(=O)c2ccccc2Cl)n1	12	10	-10
N#CC1c2ccccc2-n2nncc2CN1C(=O)CCc1ccccc1 (centres undefined)	-11	-6	4
O=C1CN=C(c2ccccc2Cl)c2cc(Br)ccc2N1	1	4	5
CC[C@H]1CN(C)CCc2c([nH]c3ccccc23)C(=O)C[C@@H]1/C(=C\OC)C(=O)OC	?	-2	0
COc1ccc(S(=O)(=O)N2Cc3cnnn3-c3ccccc3C2C#N)cc1 (centres undefined)	8	1	-23
COC(=O)C1=C(c2ccccc2)C[C@@H]2CC[C@H]1N2C(=O)N1CCCCC1	-12	49	6
COC1CCC(OC2CC(C3(C)CCC4(CC(O)C(C)C(C(C)/C=C(\C)C(=O)C(C)CC(C)C(=O)O)O4)O3)OC3(OC(C4OC(O)(CO)C(C)CC4C)CC3C)C2C)OC1C (centres undefined)	20	-22	26
COC(=O)C1=C(c2cccc(OC)c2OC)C[C@@H]2CC[C@H]1N2C(=O)NCc1ccco1	-27	6	2

For convenience, part of the list above:
SMILES	KCNH2 3.1 inh	KCNH2 WT inh	Giardia killer
Nc1ccc(Cc2ccc(N)c(Cl)c2)cc1Cl	0	-5	0
COc1ccc2c(c1)NP(=S)(c1ccccc1)N2 (centres undefined)	-23	2	-18
COCCn1c(-c2ccccc2)cc(C(=O)O)c1C	1	0	0
COC(=O)C1=C(c2cccc(OC)c2OC)C[C@@H]2CC[C@H]1N2C(=O)N1CCC(C)CC1	30	10	24
CC1=C(C/C(C)=C/c2ccccc2)/C(=C/CO)[C@@H]2OC(=O)O[C@]2(C)C12CC2	13	1	2
O=[N+]([O-])c1ccc(N2CC2)c([N+](=O)[O-])c1	-24	-3	?
CN/C=C(/Cl)P(=O)(OC(C)C)OC(C)C	-9	-9	-26
CC(=O)OC1C2(CC3N4C(=O)C5(CO)SSC4(CC31O)C(=O)N5C)OC(C)C(C)(C)C2=O (centres undefined)	-23	15	-12
COC/C=C1\CN2C3C[C@@H]1[C@H]1COC4=Nc5cc(OC)c(OC)c(OC)c5[C@@]43C[C@@H]12	11	9	2
C=CC(=O)OCCO	6	6	16
COC(=O)C1=C(c2ccc(S(C)(=O)=O)cc2)C[C@@H]2CC[C@H]1N2C(=O)NCc1ccco1	4	-26	8
COc1ccc(C2=CC(c3ccc4c(c3)OCO4)c3c(c4ccccc4oc3=O)O2)cc1OC (centres undefined)	-16	10	9
COC(=O)[C@@H]1C[C@]2(C(=O)O)c3ccccc3N(OOSc3ccccc3)[C@@H]2N1C(=O)OC	-13	-4	29
CC1=C(C)CC2(C(=O)NC(=S)NC2=O)C(C)C1 (centres undefined)	?	14	5
CCC1(c2ccccc2)C(=O)NC(=S)NC1=O	2	-5	1
CCCC[n+]1cc(=N)o[n-]1	-5	-8	28
CN=C1CN(O)C(c2ccccc2)=c2cc(Cl)ccc2=N1	11	-2	-19
O=P(N1CCCCCC1)(N1CCCCCC1)N1CC1	-16	5	-24
CSc1ccccc1NP1(=O)OCC(C)([N+](=O)[O-])CO1 (centres undefined)	-26	2	6
COc1nc(C)nc(NC(=O)NS(=O)(=O)c2ccccc2Cl)n1	12	10	-10
N#CC1c2ccccc2-n2nncc2CN1C(=O)CCc1ccccc1 (centres undefined)	-11	-6	4
O=C1CN=C(c2ccccc2Cl)c2cc(Br)ccc2N1	1	4	5
CC[C@H]1CN(C)CCc2c([nH]c3ccccc23)C(=O)C[C@@H]1/C(=C\OC)C(=O)OC	?	-2	0
COc1ccc(S(=O)(=O)N2Cc3cnnn3-c3ccccc3C2C#N)cc1 (centres undefined)	8	1	-23

Carrying on:
SMILES	KCNH2 3.1 inh	KCNH2 WT inh	Giardia killer
Cc1cccc(-n2c(CN3C(=O)c4ccccc4C3=O)nc3ccccc3c2=O)n1	6	-2	-17
CCC1(CC)COP(=O)(OCC(Cl)CCl)OC1 (centres undefined)	-4	-8	4
CCOP(=S)(OCC)N1CC1	7	-5	1
COc1ccc(C[C@H]2NC[C@H](O)[C@H]2OC(C)=O)cc1	6	0	?
Cc1ccccc1CN1Cc2cnnn2-c2ccccc2C1C#N (centres undefined)	-22	0	-2
CCCCOC(=O)c1ccc(NC(=O)c2c(O)[nH]c(=O)[nH]c2=O)cc1	-9	-3	10
CC(N)C(=O)NC1C2C(=C(O)CC(O)C2O)C(=O)OC1(C)C(Cl)Cl (centres undefined)	11	-22	-14
O=C(NN=Cc1ccc(N(CCCl)CCCl)cc1)c1cccnc1	18	-2	-1
CC(=O)OC1CCC2(C)C(=CC(=O)C3C2CCC2(C)C(OC(C)=O)CCC32)C1 (centres undefined)	9	32	8
COC(=O)C1=C(c2ccccc2)C[C@@H]2CC[C@H]1N2C(=O)NC1CCCCC1	5	6	-6
CCN1C[C@@]2(COC)C3[C@@H](OC)[C@H]4[C@@H]1[C@@]3(C1C[C@H]3[C@H](O)C1[C@]4(O)C[C@H]3OC)[C@@H](OC)C[C@H]2O (some centres undefined)	15	4	3
C=C(C)[C@@]12OC3(c4ccccc4)O[C@@H]1C1[C@@H]4O[C@]4(CO)[C@@H](O)[C@]4(O)C(=O)C(C)=C[C@H]4[C@@]1(O3)[C@H](C)[C@H]2OC(=O)/C=C/C=C/c1ccccc1 (some centres undefined)	-21	21	-16
O=C(NN=Cc1ccc(N(CCCl)CCCl)cc1)c1cccc([N+](=O)[O-])c1	-7	0	?
COc1cc2c(c(OC)c1OC)-c1ccc(O)cc1C(NC(C)=O)CC2 (centres undefined)	6	2	-20
COC(=O)C12CCc3c(ccc4cc(OC)ccc34)C1=CC(=O)C2 (centres undefined)	-4	23	9
COC(=O)C1=C(c2cc3ccccc3o2)C[C@@H]2CC[C@H]1N2C(=O)N1CCOCC1	-5	8	-1
COC(=O)C1=C(c2cc3ccccc3s2)C[C@@H]2CC[C@H]1N2C(=O)N1CCOCC1	-7	-33	4
COC(=O)C1=C(c2cc3ccccc3s2)C[C@@H]2CC[C@H]1N2C(=O)NC1CCCCC1	2	2	2

These rows are one share of the data. The share of hits here may be higher or lower than overall.
